# Hck Nef HTS: inhibitors of Nef-activated human Hck kinase, primary screen, biochemical, Z-Lyte FRET, 384-well, Hck-YEEI; 0.68% of 220,000 active; Tyrosine-protein kinase HCK (Homo sapiens), P08631; Recombinant Hck-YEEI plus Nef, Z-Lyte FRET kinase assay; inhibition, % at 20 µM; AID 463187, 2010;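 active means Hck-Nef kinase inhibition above about 50%, limit read from the data; inactive means inhibition below that limit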;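 further: 0% = DMSO with Hck plus Nef and 100% = Hck alone without Nef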
# Tb hexokinase: Trypanosoma brucei hexokinase 1 inhibitors, primary screen, biochemical, G6PDH-coupled NADH absorbance, MLSCN library. 0.11% of 220,000 active. inhibition, % at 10 µM. recombinant TbHK1, G6PDH-coupled NADH A340;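 active means inhibition of 50% or more in the single-dose primary screen; inactive means inhibition below 50%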
# Mdm2 ligase inh: MDM2-luciferase reporter signal enhancers, primary screen, MDM2 E3 ligase inhibitor project, cell-based, luminescence, 1536-well; E3 ubiquitin-protein ligase Mdm2 (Homo sapiens), Q00987; cell-based MDM2 ubiquitination luciferase reporter, 2 h; 0 = plate control, 100 = twice control, blank-subtracted; signal enhancement, % at 5 µM; 0.11% of 210,000 active;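 active means signal enhancement of 30% or more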;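 further: luminescence tracks abundance of the self-degrading MDM2-luciferase fusion protein; higher signal means inhibition of MDM2 E3 ligase activity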
#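 System: stable MDM2–luciferase fusion reporter cells / Input: 2000 cells seeded into each well / Schedule: 4 h settle plus 2 h compound, 37 °C / Compound: single-point 5 µM / Buffer or medium: cells held in DMEM / Benchmarks: control and blank well means / Evaluation: percent signal gain over controls, blank-subtracted / Measured by: luciferase luminescence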
# EBV gp42 inh: Epstein-Barr virus gp42 inhibitors, primary screen, biochemical, uHTS, fluorescence polarization; Fluorescence polarization binding assay, mP read-out; 0.42% of 220,000 active; Glycoprotein 42 (Epstein-Barr virus (strain AG876)), Q1HVG2; inhibition, % (tested at 21.74 µM); in the data active means inhibition above about 50%
# Target sequence (Q1HVG2 whole entry, looked up): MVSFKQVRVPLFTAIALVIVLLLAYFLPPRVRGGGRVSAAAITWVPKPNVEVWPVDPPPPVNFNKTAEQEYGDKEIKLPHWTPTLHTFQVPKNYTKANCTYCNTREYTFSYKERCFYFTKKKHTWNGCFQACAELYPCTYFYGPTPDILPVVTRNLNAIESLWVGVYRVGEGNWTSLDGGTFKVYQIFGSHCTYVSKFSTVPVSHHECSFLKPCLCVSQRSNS
# zVAD death inh: inhibitors of zVAD-triggered necroptosis, primary screen, L929 cells. L929 zVAD necroptosis rescue, ATP luminescence, 24 h; with zVAD 60 µM. viability rescue, % at 10 µM. 0.38% of 220,000 active. AID 1377, 2008;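 active means activation, scaled between plate controls, above about 75%, limit read from the data; inactive means activation under that limit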;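 further: 0% = zVAD with DMSO and 100% = DMSO alone without zVAD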
# Runt-CBFb FRET: inhibitors of RUNX1 Runt–CBFb binding, primary screen, biochemical, FRET, Cerulean-Runt, Venus-CBFb, uHTS; inhibition, % at 20 µM; Cerulean-Runt/Venus-CBFb FRET ratio 530/480, 1 h; Runt-related transcription factor 1 (Homo sapiens) + Core-binding factor subunit beta …; 0.46% of 220,000 active;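 active means inhibition over about 50% at 20 µM in the single-dose screen, limit read from the data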;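 further: 0% = DMSO wells and 100% = excess unlabeled CBFb competitor control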
#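 Assay system: Cerulean-tagged RUNX1 Runt domain (FRET donor) fusion protein / Amount: 100 nM each of Venus-CBFb and Cerulean-Runt domain / Medium: Tris buffer pH 7.5 with salts and BSA / Also added: Venus-CBFb 100 nM / Schedule: 1 h complex formation plus 1 h compound treatment, room temperature / Signal: FRET fluorescence / Read-out: loss of energy transfer signal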
# 14-3-3 Bad PPI: inhibitors of 14-3-3 zeta/Bad binding, primary screen, biochemical, TR-FRET, bovine 14-3-3 zeta. 14-3-3 protein zeta/delta (Bos taurus), P63103. TR-FRET 14-3-3zeta/Dy647-pBad peptide displacement, 1 h. inhibition, % at 21.7 µM. 0.71% of 220,000 active;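 active means inhibition above about 70%, limit read from the data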;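 further: 0% = full 14-3-3 plus peptide FRET controls and 100% = background without 14-3-3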
# Target sequence (P63103 whole entry, looked up): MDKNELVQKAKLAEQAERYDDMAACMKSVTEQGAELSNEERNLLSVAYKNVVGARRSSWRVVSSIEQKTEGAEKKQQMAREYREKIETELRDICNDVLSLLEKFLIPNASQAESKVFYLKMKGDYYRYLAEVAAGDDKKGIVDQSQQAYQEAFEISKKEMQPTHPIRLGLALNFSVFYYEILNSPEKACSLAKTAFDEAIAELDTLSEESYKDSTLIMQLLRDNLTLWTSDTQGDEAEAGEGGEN
# NCF1 inh: p47phox/p22phox peptide binding inhibitors, primary screen, biochemical, uHTS, NADPH oxidase regulatory subunit; fluorescence polarization, 2 h; inhibition, % at 24.7 µM; 0.53% of 220,000 active; AID 1274, 2008;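 active means inhibition above about 30%, limit read from the data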;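 further: 0% = p47phox with labelled peptide and 100% = labelled peptide alone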
# Target sequence (P14598 whole entry, looked up): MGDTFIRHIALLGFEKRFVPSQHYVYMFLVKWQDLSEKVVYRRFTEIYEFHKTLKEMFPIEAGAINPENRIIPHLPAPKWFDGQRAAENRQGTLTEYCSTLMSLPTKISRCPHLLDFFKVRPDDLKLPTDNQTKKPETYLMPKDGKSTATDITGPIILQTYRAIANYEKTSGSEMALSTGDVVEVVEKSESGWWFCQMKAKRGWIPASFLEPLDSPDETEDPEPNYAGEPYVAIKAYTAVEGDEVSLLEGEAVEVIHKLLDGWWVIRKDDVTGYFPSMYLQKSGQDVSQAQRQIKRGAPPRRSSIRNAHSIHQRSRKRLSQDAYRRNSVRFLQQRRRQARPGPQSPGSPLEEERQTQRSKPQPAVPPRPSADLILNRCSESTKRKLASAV
# Runt-SMMHC FRET: inhibitors of RUNX1 Runt–CBFb-SMMHC binding, primary screen, biochemical, FRET, Cerulean-Runt, Venus-CBFb-SMMHC, uHTS | inhibition, % at 20 µM | 0.74% of 220,000 active | Cerulean-Runt/Venus-CBFb-SMMHC FRET ratio 530/480, 1 h | Runt-related transcription factor 1 (Homo sapiens) + Core-binding factor subunit beta … | AID 1434, 2008;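 active means mean inhibition across duplicate retests at 20 µM reaching about 50%, limit read from the data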;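 further: 0% = DMSO wells and 100% = wells with excess untagged CBFb-SMMHC; inhibitors lower the FRET ratio by blocking Runt binding to CBFb-SMMHC; some results filed as inactive read as strong as hits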
# Starred values were filed as active, the others as inactive; / = no result given; [ ] = remark or other dose.
Structure,EBV gp42 inh,Mdm2 ligase inh,zVAD death inh,Tb hexokinase,NCF1 inh,Runt-CBFb FRET,Hck Nef HTS,14-3-3 Bad PPI,Runt-SMMHC FRET
COc1ccc(CCNC(=O)CCCn2c(SCC#N)nc3ccccc3c2=O)cc1OC,-11,5,-0.2,-3,-2,0,3,3,0
c1ccc(-c2ncc3c(ccc4ccccc43)n2)cc1,-4,-69,-0.3,-21,-14,4,6,-1[fluorescence artefact?],4
C/C(=N/N1CCN(c2ccccn2)CC1)c1ccc([N+](=O)[O-])cc1,-10,-13,1.8,-7,-1,-2,0,3,-6
O=C(Nc1ccc(F)cc1F)c1cccnc1,-14,-18,1.6,0,1,0,4,-3,2
CCCCNC(=O)CSc1nc2ccccc2c(=O)n1CCNC(C)=O,-10,-13,0.1,-5,-8,-3,2,-7,1
CCN(CC)c1nc(-c2ccccc2)ncc1S(=O)(=O)c1ccc(C)cc1,-6,4,2.5,-6,-9,-4,5,-2,-1
C1CCCC(N2CCNCC2)CC1,-16,-2,-0.9,1,-5,0,10,46[fluorescence artefact?],3
COc1ccc(C(=O)N2CCC(n3c(C)nc4cc(F)ccc43)CC2)cc1OC,-12,-7,-0.3,4,-13,-1,0,-3[fluorescence artefact?],2
O=C(CNC(=O)c1cc2ccccc2o1)NCc1cccs1,-7,-5,0.4,6,-5,-1,10,-4,11
O=C(CSc1ccc(-c2ccco2)nn1)NC1CCCCC1,6,9,2.5,-1,-1,-6,25,-9,-9
CCOc1ccc(OCC)c(-c2c(=O)n(OCc3ccccc3C(=O)OC)c3ccccc3[n+]2[O-])c1,-6,6,-0.2,-15,-14,-1,-1,2,-1
COc1cc(/C=N/Nc2ccc(C(=O)O)cc2)cc(OC)c1OC,-10,-13,1.4,-58,-11,-3,19,-3,-3
Cc1cc(NC(=O)CN2CCN(c3ncccn3)CC2)no1,-11,-15,2.0,-1,-1,-2,2,35,1
Cc1ccc(C(=O)NC2CC(C)(C)NC(C)(C)C2)c(C)c1,-3,-4,0.6,-11,-6,-1,-1,5,1
Cc1cc(/C=c2/sc3nc4ccccc4n3c2=O)c(C)n1-c1ccccn1,-24,-74,-1.1,-25,-72,8,1,-7,6
CCn1cc(C(=O)Nc2ccc(-n3cnnn3)c(OC)c2)c(=O)c2ccc(C)nc21,-24,-7,-0.2,-15,6,-2,-2,-10,23
O=C(CSc1nnc(-c2ccccc2)n1CC1CCCO1)N1CCCC1 (stereo not given),-14,0,4.5,1,-8,/,17,-10,/
CC(=O)c1ccc2cccc3c2c1N=CN3C,16,-22,0.1,-6,0,-19,5,1,60
CCOC(=O)c1ccc2c(c1)nc(SCC(=O)c1cc3ccccc3o1)n2CC,-20,4,0.5,-19,-118,6,13,-6,5
O=C(NC1CCN(C(=O)N2c3ccccc3Sc3ccccc32)CC1)c1ccco1,-11,-5,-0.4,1,-10,-7,-7,0,1
COc1ccc(NC(=O)Nc2ccc(C)cc2Br)c(OC)c1,-12,-14,5.1,-3,-2,1,-9,-10,0
COCC1CCN(Cc2nc(Cc3ccccc3Cl)no2)CC1,-12,-3,-0.2,-11,-12,0,-5,-9,1
CS(=O)(=O)N(CCc1ccccc1)CC(=O)N1CCN(Cc2ccc3c(c2)OCO3)CC1,-9,-7,-1.1,-5,-12,-1,11,0,-8
O=P(CCCCCCCCCP(=O)(c1ccccc1)c1ccccc1)(c1ccccc1)c1ccccc1,-4,-1,0.1,0,-66,-3,1,-7,-10
C=CCn1c(N)cc(=O)nc1SCC(=O)Nc1ccccc1,-19,-8,-0.3,2,-8,-2,1,8,2
Cc1ccc(C(O)c2nc3ccccc3n2C(C)C)cc1 (stereo not given),6,-14,0.0,-6,71*,-1,0,7,1
Cc1ccc(C(=O)N(NC2=NS(=O)(=O)c3ccccc32)S(=O)(=O)c2ccc(C)cc2)cc1,-22,-9,0.3,-15,-16,-1,0,8,-2
O=C(NCc1cccnc1)c1noc2c1CCCCC2,8,-6,-0.7,-2,-11,1,-2,-6[fluorescence artefact?],4
COCCNS(=O)(=O)c1ccc(-c2ccc(C)cc2)cc1,5,3,0.5,1,-6,13,2,8[fluorescence artefact?],1
Cc1nn(C)cc1NC(=O)c1ccc(Br)o1,-6,7,0.0,-1,-11,-2,-1,9,1

# Following part:
Structure,EBV gp42 inh,Mdm2 ligase inh,zVAD death inh,Tb hexokinase,NCF1 inh,Runt-CBFb FRET,Hck Nef HTS,14-3-3 Bad PPI,Runt-SMMHC FRET
Cc1cc(=O)c2c(C)nn(-c3ccccc3)c2[nH]1,-18,-18,0.7,5,-4,1,-1,-14,4
COc1ccc(OC)c(CN(CCN2CCOCC2)S(=O)(=O)c2ccc(NC(C)=O)cc2)c1,-18,-4,-0.3,-8,-5,-3,7,1,-2
Cc1ccccc1C(=O)NC(=S)Nc1sc2c(c1C#N)CCCC2,16,-3,0.1,-11,8,25,3,-3,15
CCOC(=O)c1sc(=S)n(-c2ccccc2Cl)c1C,1,-9,-1.4,-32,-14,-2,1,4,0
COc1ccc(OCC(O)CN(CCO)CC(O)Cn2ccc3ccccc32)cc1 (stereo not given),-7,13,-0.5,0,-5,-2,5,-5,4
CCOC(=O)c1nc(Nc2ccc(N3CCC(C)CC3)cc2)c2ccccc2n1,-9,-9,6.7,-21,-1,18,-157,-10,27
O=C(Cn1nnc2ccccc2c1=O)NCCc1ccc(F)cc1,-7,-6,0.3,-3,-3,-4,-19,8,-46
CCN(C(=O)CSc1nc2nc(C)cc(C)n2n1)C1CCS(=O)(=O)C1 (stereo not given),-15,-6,2.3,2,-8,-27,26,-8,-4
CCC1CCC(C(=O)NC(CCSC)C(=O)NCCN(CC(C)C)CC(C)C)CC1 (stereo not given),-9,2,2.1,0,-5,-1,20,-21,-1
Cc1c(Cl)cccc1NC(=O)N1CCCC1,-1,-2,5.3,-5,-2,0,22,-3,-2
CCN(CC)CCN(Cc1cc2cc3c(cc2[nH]c1=O)OCO3)C(=S)NCC1CCCO1 (stereo not given),-14,3,-2.8,-17,-1,5,20,-13,-31
Nc1nc(Sc2ncccc2[N+](=O)[O-])n[nH]1,-1,2,2.4,-13,-10,4,12,0,-4
COc1cc2ncnc(NCc3ccccc3C)c2cc1OC,1,-6,0.1,-5,-4,-2,25,3,2
O=C1CC(c2ccc(F)c(Br)c2)C2=C(CCCC2=O)N1 (stereo not given),-21,8,-1.0,2,-10,3,-9,3,0
COc1ccc(CNC(=O)c2ccc(=O)oc2)cc1OC,-3,-9,0.6,6,5,-1,57*,6[fluorescence artefact?],2
NNC(=O)c1sccc1OCc1ccc(F)cc1,-19,2,0.0,2,-2,-2,38,-10,-1
Cc1[nH]n(-c2ccccc2)c(=O)c1C(=O)c1ccc(Cl)cc1,-34,1,-0.3,-19,-8,1,-7,-6,-2
Cc1ccc2c(c1)C(O)(C1COC(C)(C)CC1=O)C(=O)N2C (stereo not given),-6,5,3.7,-8,-4,-2,21,-4,-1
Cc1ccc(S(=O)(=O)NCCCCCC(=O)NC(C)(C)CO)cc1,-3,-79,-0.4,9,-2,0,0,-3,1
CC(C)(C)NS(=O)(=O)c1ccc(CCC(=O)N2CCCC2)cc1,-23,-7,-0.6,-8,1,1,15,-3,-3
Cc1ccc(C(=O)O)cc1Nc1ncnc2sc3c(c12)CCC3,21,/,-0.9,5,3,1,22,2,-1
O=C(N[C@@H](Cc1ccccc1)C(=O)NC1CCCCC1)c1ccco1,-19,-11,0.5,-4,4,-1,1,5,-6
COC(=O)/C=C/c1sc2nc(C)cc(C)c2c1N=CN(C)C,-18,17,1.3,-10,1,-7,20,-16,-20
CCOC(=O)c1sc(Nc2nc3c(OC)cccc3s2)nc1C,-9,15,25,-9,-14,84*,67*,0,82*
O=c1c2sc(-c3ccccc3)cc2nc2n1CCC2,-20,-38,0.8,-1,4,-1,2,6[fluorescence artefact?],-7
N=c1sccn1CC(=O)Nc1cccc(S(N)(=O)=O)c1,-7,-6,-0.6,-3,2,-1,12,-3,-8
Cc1nn(-c2ccc(F)cc2)c2sc(C(=O)N3CCCCCC3)cc12,-9,/,0.1,-2,0,-2,0,-1,0
CCCSC1=C(C#N)C2(CCCCC2)C(C#N)=C(N)N1,-5,-19,0.5,-10,-3,0,9,-11,-1
CCOC(=O)c1ccccc1Nc1cc(C)nc2nc(C)nn12,-16,-9,0.6,-3,-7,-1,-7,4,0
CC(=O)c1ccc(OCCCC(=O)NC2=NCCS2)cc1,-28,-3,0.1,0,-8,1,0,2,-8

# Two records picked at random from those above:
Structure,EBV gp42 inh,Mdm2 ligase inh,zVAD death inh,Tb hexokinase,NCF1 inh,Runt-CBFb FRET,Hck Nef HTS,14-3-3 Bad PPI,Runt-SMMHC FRET
Cc1c(Cl)cccc1NC(=O)N1CCCC1,-1,-2,5.3,-5,-2,0,22,-3,-2
Cc1ccc(C(=O)O)cc1Nc1ncnc2sc3c(c12)CCC3,21,/,-0.9,5,3,1,22,2,-1

# New compounds follow
Structure,EBV gp42 inh,Mdm2 ligase inh,zVAD death inh,Tb hexokinase,NCF1 inh,Runt-CBFb FRET,Hck Nef HTS,14-3-3 Bad PPI,Runt-SMMHC FRET
O=C(Cc1cccs1)N1CCN=C1SCc1ccccc1F,-8,-11,3.0,2,-10,-1,3,-2,3
CCCn1c(SCC(=O)Nc2nc3c(s2)CCCC3)nc2c1c(=O)n(C)c(=O)n2C,-11,-16,0.3,2,-11,20,-1,8,-10
Clc1ccccc1CONc1ncnc2nonc12,1,6,1.3,-14,-3,-2,3,5,1
C#CCOC(=O)C[N+](C)(C)CC=C,-5,-9,0.1,-7,-3,-1,-5,-3,0
O=C(c1cc2c(s1)CCCC2)N1CCN(S(=O)(=O)c2ccccc2C(F)(F)F)CC1,-2,-10,1.8,37,-36,1,3,11[fluorescence artefact?],1
Cc1cc(NC(=O)CSc2nnc(-c3ccc(Br)o3)n2Cc2ccccc2)no1,-1,-2,0.2,3,-2,-2,0,13[fluorescence artefact?],-4
O=C(CC12CC3CC(CC(C3)C1)C2)NCC(=O)N1CCc2ccccc2C1,-11,-11,-0.3,-2,-13,2,2,5,6
Clc1cccc(-c2ccc(/C=N/n3cnnc3)o2)c1Cl,-25,-15,0.1,-43,-18,-2,-5,9[fluorescence artefact?],-3
C=CCNc1scc(-c2ccccc2)[n+]1CC=C,-2,-19,0.3,4,-3,0,25,-13,3

# Source: PubChem
